SRC1 inh = SRC1 coactivator transcriptional activity inhibitors, primary screen, cell-based, luminescence; HEK293 GAL4-SRC1 luciferase reporter; 0.12% of 360,000 active; inhibition, % at 3.6 µM; Nuclear receptor coactivator 1 (Homo sapiens), Q15788;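 active means inhibition above the campaign mean plus 3 SD, with each screening campaign given its own cutoff, cut at about 60% in these data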;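 further: 0% = DMSO treated cells and 100% = gossypol at 36 µM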
Target sequence (Q15788 whole entry, looked up, the tested form may be a part): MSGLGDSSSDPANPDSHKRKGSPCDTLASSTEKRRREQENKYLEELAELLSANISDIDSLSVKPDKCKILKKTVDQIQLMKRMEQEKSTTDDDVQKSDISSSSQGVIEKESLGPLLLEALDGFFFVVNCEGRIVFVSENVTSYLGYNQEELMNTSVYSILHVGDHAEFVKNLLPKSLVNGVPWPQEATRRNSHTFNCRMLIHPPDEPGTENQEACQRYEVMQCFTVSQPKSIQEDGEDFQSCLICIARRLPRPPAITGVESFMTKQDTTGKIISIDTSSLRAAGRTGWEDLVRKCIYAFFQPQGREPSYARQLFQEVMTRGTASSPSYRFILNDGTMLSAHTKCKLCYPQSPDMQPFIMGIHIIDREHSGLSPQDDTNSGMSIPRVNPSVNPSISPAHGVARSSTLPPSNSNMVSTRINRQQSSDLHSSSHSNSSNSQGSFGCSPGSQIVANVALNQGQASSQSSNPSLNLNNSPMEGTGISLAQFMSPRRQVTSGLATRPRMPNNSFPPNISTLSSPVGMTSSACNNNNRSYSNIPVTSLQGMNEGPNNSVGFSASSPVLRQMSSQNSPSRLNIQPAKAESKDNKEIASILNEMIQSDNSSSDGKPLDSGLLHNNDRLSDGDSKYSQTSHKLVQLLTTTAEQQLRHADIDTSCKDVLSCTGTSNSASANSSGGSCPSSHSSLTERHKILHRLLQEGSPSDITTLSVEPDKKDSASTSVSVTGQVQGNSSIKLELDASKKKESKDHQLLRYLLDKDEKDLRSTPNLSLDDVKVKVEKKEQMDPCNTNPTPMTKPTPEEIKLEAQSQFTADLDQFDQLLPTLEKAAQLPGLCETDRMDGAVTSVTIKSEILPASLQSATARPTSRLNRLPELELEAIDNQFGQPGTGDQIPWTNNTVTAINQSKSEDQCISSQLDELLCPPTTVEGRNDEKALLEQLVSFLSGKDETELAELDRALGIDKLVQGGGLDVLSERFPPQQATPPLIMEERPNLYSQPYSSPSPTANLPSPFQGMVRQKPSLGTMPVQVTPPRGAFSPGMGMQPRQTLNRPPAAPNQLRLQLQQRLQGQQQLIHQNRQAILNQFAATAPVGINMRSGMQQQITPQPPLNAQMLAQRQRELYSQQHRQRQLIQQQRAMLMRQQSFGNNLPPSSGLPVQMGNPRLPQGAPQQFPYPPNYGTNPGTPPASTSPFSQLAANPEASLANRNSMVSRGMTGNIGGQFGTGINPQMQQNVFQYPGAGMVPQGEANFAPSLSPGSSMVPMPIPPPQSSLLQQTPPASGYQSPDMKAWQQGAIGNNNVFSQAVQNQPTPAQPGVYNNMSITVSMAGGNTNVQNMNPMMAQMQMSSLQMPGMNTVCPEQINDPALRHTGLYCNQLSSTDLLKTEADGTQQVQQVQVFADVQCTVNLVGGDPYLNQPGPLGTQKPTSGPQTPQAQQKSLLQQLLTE
Shn3 inh set2 = reduction of Shn3 3'UTR firefly luciferase signal, primary screen, Schnurri-3 inhibitor project, cell-based, Clone20 osteoblasts, set 2. 0.52% of 360,000 active. inhibition, % at 12.5 µM. Clone20 osteoblast Shn3 3'UTR firefly luciferase, 24 h. AID 588674, 2011;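 active means mean inhibition of at least 75% with every replicate also reaching 75%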;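 further: 0% = median of neutral control wells and 100% = pilot-screen positive control compound; some compounds past the cut are filed as inactive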
NR5A2 inv ag = LRH-1 (NR5A2) inverse agonists, primary screen, cell-based, luminescence, HEK293T, StAR-luciferase reporter; Nuclear receptor subfamily 5 group A member 2 (Homo sapiens), O00482; inhibition, % at 3.6 µM; LRH-1 transfected, 24 h; AID 602396, 2012; 0.13% of 360,000 active;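 active means inhibition above the mean inhibition of all tested compounds plus 3 SD, cut at about 73% in these data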;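 further: 0% = DMSO wells and 100% = reporter-only cells lacking LRH-1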
KKLEB cytotox = cytotoxicity in KKLEB CF airway cells, primary screen, cytotoxicity control for CF NF-kB inhibitor project, cell-based, uHTS, fluorescence assay plates; activity change (cytotoxicity), % at 5 µM; 0.36% of 360,000 active; KKLEB CF airway cells viability, ATPlite luminescence, overnight; stronger effect = lower value; cells stimulated with P. aeruginosa culture filtrate;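 active means corrected activity change at or below -50% at 5 µM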
NCOA3 inh = SRC3 coactivator transcriptional activity inhibitors, primary screen, cell-based, luminescence; inhibition, % at 3.6 µM; 0.17% of 360,000 active; HEK293 GAL4-SRC3 luciferase reporter; AID 588352, 2011;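 active means inhibition above a per-campaign cutoff, the mean of all compounds plus 3 SD, cut at about 60% in these data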;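 further: 0% = DMSO-treated cells and 100% = gossypol-treated cells at 36 µM; higher means less SRC3-driven luciferase light from the GAL4 reporter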
TROY signal inh = inhibitors of TROY-driven NF-kB signaling, primary screen, Q293 LMP1-TROYcd cells, NF-kB luciferase, uHTS; inhibition, % at 10 µM; Q293 LMP1-TROYcd NF-kB luciferase reporter, 4 h; 0.98% of 360,000 active;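 active means compounds whose plate-normalised and pattern-corrected inhibition of the luciferase reporter signal at the single screening dose is 50% or more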
CF NFkB block = inhibitors of PAF-induced NF-kB signaling, primary screen, cell-based, GFP fluorescence, uHTS; AID 588850, 2011; 0.86% of 360,000 active; KKLEB NF-kB-GFP reporter, GFP fluorescence overnight; inhibition, % at 5 µM;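 active means at least 50% inhibition at 5 µM, scaled per plate between neutral and stimulator controls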;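 further: PAF is a Pseudomonas aeruginosa culture filtrate used as stimulus; plate controls were PAF-stimulated DMSO wells for no effect and unstimulated DMSO wells for full effect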
EBV LMP1 NFkB = EBV LMP1-driven NF-kappaB luciferase reporter inhibitors, primary screen, cell-based, luminescence, single point; inhibition, % at 12.5 µM; AID 504558, 2011; 0.69% of 350,000 active; LMP1-induced NF-kappaB luciferase reporter cells; in the data active means inhibition above about 41%;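 further: 0% = neutral control wells and 100% = reference inhibitor control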
TWEAK-Fn14 inh = inhibitors of TWEAK-Fn14 signaling, primary screen, luciferase reporter cells, uHTS. AID 1159606, 2016. inhibition, % at 10 µM. TWEAK-stimulated Fn14 reporter cells, luciferase luminescence, 8 h. 2% of 360,000 active; in the data active means inhibition above about 50%
COUP-TFII inh = NR2F2 transcriptional activity inhibitors, primary screen, cell-based, luciferase reporter, HEK293T, luminescence; COUP transcription factor 2 (Homo sapiens), P24468; HEK293T NGFI-A luciferase reporter; inhibition, % at 8.6 µM; 0.7% of 370,000 active; AID 686940, 2013;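 active means inhibition above a per-plate cutoff, mean inhibition of test wells between control levels plus 3 SD, cut at about 38% in these data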;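 further: cells cotransfected with COUP-TFII expression vector driving the NGFI-A reporter; 0% = median of COUP-TF2 test wells and 100% = reporter-only cells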
TRAIL sens C8 = viability loss with TRAIL in NB7+C8 cells, primary screen, TRAIL sensitizer project, cell-based, ATPlite luminescence. 1% of 360,000 active. AID 624354, 2012. inhibition (viability loss, TRAIL sensitization), % at 10 µM;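 active means compounds causing at least 50% loss of cell viability in the single-dose screen, relative to plate controls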
An asterisk follows results filed as active; . = not tested or not shown. These rows are one share of the data (hit frequency here may not be typical).

SMILES	SRC1 inh	Shn3 inh set2	NR5A2 inv ag	KKLEB cytotox	NCOA3 inh	TROY signal inh	CF NFkB block	EBV LMP1 NFkB	TWEAK-Fn14 inh	COUP-TFII inh	TRAIL sens C8
CCOC(=O)c1[nH]c(C)c(/C(O)=C2\C(=O)C(=O)N(CCN(C)C)C2c2ccncc2)c1C (stereo not drawn)	14	4	18	-3	3	.	5	3	24	0	4
COc1ccccc1CCNC(=O)CN1C(=O)NC2(CCCC2)C1=O	-15	1	0	1	-14	-10	0	-1	-7	-26	-3
CC(C)=CCN1CCN(Cc2cc(F)ccc2-n2nc(C)cc2C)CC1CCO (stereo not drawn)	14	-10	1	10	7	-12	10	-1	1	2	0
COc1ccc(NC(=O)COC(=O)CC2CC3CCC2C3)c([N+](=O)[O-])c1 (stereo not drawn)	-15	-16	-1	6	-12	5	-18	3	-27	-8	6
O=C(CSc1nc2ncc(Br)cc2[nH]1)c1ccc([N+](=O)[O-])cc1	-1	-4	-5	-5	-17	-2	15	5	9	-4	-12
Cn1cc(-c2nnnn2-c2ccccc2)c(=O)c2ccccc21	5	-6	4	0	17	9	12	5	-10	12	-5
CNC(=O)/C(=C\c1ccco1)NC(=O)c1ccco1	-2	14	-6	-13	-32	17	1	6	-13	-2	-8
COc1ccc(-c2nnnn2C)cc1S(=O)(=O)Nc1ccc(C)cc1C	-9	11	-7	11	14	-14	-3	0	2	4	-4
CC(C)(C)NC(=O)NC(=O)COC(=O)C1(C)CC1(Cl)Cl (stereo not drawn)	1	-6	0	-3	6	-20	-16	-2	-1	-5	-11
CC(C)(C)c1cc(CCC(=O)NNC(=S)NC(=O)c2ccccc2)cc(C(C)(C)C)c1O	-13	80	18	-9	-3	5	21	23	36	.	21
O=C(NCCc1csc(-c2ccccc2)n1)c1c(F)cccc1Cl	0	-3	0	7	0	-37	-2	5	-27	3	-1
O=C(NCc1cccnc1)C(=O)NCC1OCCN1S(=O)(=O)c1ccc(F)cc1 (stereo not drawn)	-25	-12	-17	23	7	-2	-9	-4	-18	-9	0

Continued; the last 2 above are carried over.
SMILES	SRC1 inh	Shn3 inh set2	NR5A2 inv ag	KKLEB cytotox	NCOA3 inh	TROY signal inh	CF NFkB block	EBV LMP1 NFkB	TWEAK-Fn14 inh	COUP-TFII inh	TRAIL sens C8
O=C(NCCc1csc(-c2ccccc2)n1)c1c(F)cccc1Cl	0	-3	0	7	0	-37	-2	5	-27	3	-1
O=C(NCc1cccnc1)C(=O)NCC1OCCN1S(=O)(=O)c1ccc(F)cc1 (stereo not drawn)	-25	-12	-17	23	7	-2	-9	-4	-18	-9	0
CCOc1ccc(NC(=O)CC2C(=O)Nc3ccccc3N2C(=O)c2ccccc2)cc1 (stereo not drawn)	19	-3	9	3	-2	-5	-1	-6	20	28	1
COc1ccc(OC)c(-c2csc(N(Cc3ccco3)C(=O)c3ccco3)n2)c1	3	4	2	-6	4	11	-5	-7	0	8	6
CCCN(C(=O)c1cnccn1)c1c(N)n(Cc2ccccc2)c(=O)[nH]c1=O	-51	-4	2	3	16	9	7	-7	13	10	-8
CCn1c(C)nc2cc(C(=O)N/N=C/c3ccc(O)cc3)ccc21	-44	-18	-29	-1	5	3	-9	1	-6	1	7
COc1ccc(NC(C#N)c2ccccc2OCc2ccccc2)cc1 (stereo not drawn)	-6	-10	2	-1	-6	-15	5	-19	-19	-1	19
COc1cccc(N2CC(C)Cn3c2nc2c3c(=O)n(CCN3CCOCC3)c(=O)n2C)c1 (stereo not drawn)	2	6	-18	0	9	-5	-3	0	13	17	-8
Cc1ccc(Cn2c(SCC(=O)Nc3cc(C)on3)nc3ccccc3c2=O)cc1	-27	23	-12	-12	15	-15	29	-3	-21	-2	8
O=C(NCc1ccc2c(c1)OCO2)c1ccc(Br)cc1	-6	8	-12	-11	-3	-1	-5	2	15	17	14
COc1ccc2oc(C(=O)OC(C)C(=O)NC3(C#N)CCCCC3)c(C)c2c1 (stereo not drawn)	-39	16	-15	10	-30	4	-11	0	-8	9	-2
Cc1ccc(-n2nnnc2SCC(=O)NNC(=O)c2ccco2)c(C)c1	-8	23	-25	-2	17	5	-4	2	11	2	23
COc1ccc(CCNC(=O)C(NC(=O)OCc2ccccc2)C(C)C)cc1OC (stereo not drawn)	7	17	-22	7	3	-20	3	2	9	19	5
Cc1cc(=O)oc2c3c(ccc12)OC/C3=N/N	-14	-9	-4	6	-5	2	-3	-18	-16	2	-11
COc1ccc(N(CC(=O)NCCC2=CCCCC2)S(=O)(=O)c2c(C)[nH]c(=O)[nH]c2=O)cc1	0	.	7	3	-3	10	0	1	5	4	-8
CCCCCCSc1ccc([C@H]2N[C@@](CC(C)C)(C(=O)OC)[C@H]3C(=O)N(C)C(=O)[C@@H]23)cc1	-1	20	23	-31	29	11	28	9	0	5	14
CC1CCC(NC(=O)C2CCN(S(=O)(=O)c3cccc4nonc34)CC2)CC1 (stereo not drawn)	-7	14	7	6	8	8	-6	5	3	-21	15
COc1cc(C(CCN2CCN(c3ccccc3)CC2)c2c(OC)cc(OC)c3c(C)cc(=O)oc23)cc(OC)c1OC (stereo not drawn)	-33	27	8	-13	-18	-4	25	0	-4	0	12
NCCCC[C@@H](C(=O)N1CCNCC1)n1cc([C@@H](N)CO)nn1	4	-7	-22	-6	-6	-10	-8	12	14	-2	-7
O=C(CNC(=O)C(c1ccccc1)c1ccccc1)N/N=C/c1ccc(O)cc1O	15	79	15	-6	26	13	27	17	4	4	19
CN(CC(=O)NCc1ccncc1)S(=O)(=O)c1ccc(Br)cc1	-2	7	-6	-7	12	0	-35	-3	-6	-2	-11
O=C(O)C1CC1c1ccc(Br)cc1 (stereo not drawn)	-56	5	12	2	2	.	-2	2	7	-2	-9
COc1ccc(S(=O)(=O)N2CCC(C(=O)Nc3nccs3)CC2)cc1	4	-1	10	-3	7	-16	-18	-6	1	-29	-10
CC1CCN(C(=O)COC(=O)c2cccc(S(=O)(=O)N(C)c3ccccc3)c2)CC1	-7	-3	-2	16	-8	4	-34	-7	0	-4	0
Cc1cc(=O)[nH]c(SCC(=O)N2CCN(C(c3ccccc3)c3ccccc3)CC2)n1	-15	11	-19	9	-9	2	-1	-7	-1	-3	-4
Cc1ccc(NC(=O)C2CC(=O)N(CCc3ccccc3)C2)cc1Cl (stereo not drawn)	-15	-2	-1	-18	15	-2	10	0	14	5	-14
COc1ccc(C(=O)COC(=O)c2cncc(Br)c2)cc1	9	-27	-3	21	18	3	21	8	35	6	-6
CCOC(=O)C1=C[C@@H](C(C)C)N(S(=O)(=O)c2ccc([N+](=O)[O-])cc2)[C@H]1c1ccccc1	18	45	-1	-4	-6	6	4	.	22	21	0
COc1cc(CN(C2CCCCC2C)S(=O)(=O)c2ccc(S(=O)(=O)NC3CC3)cc2)cc(OC)c1OC (stereo not drawn)	14	16	5	0	18	7	9	-3	8	2	2
COc1ccc(S(=O)(=O)N(CCc2ccccc2)CC(=O)N2CCOCC2)cc1	-2	7	11	14	-3	10	-4	9	-9	5	8
CCOC(=O)c1c(CN2CCN(CC#N)CC2)n(C)c2cc(Br)c(OC)cc12	1	21	5	-3	9	-21	-19	-12	-3	7	-3
O=C(Nc1cc(S(=O)(=O)N2CCCCC2)ccc1Cl)c1ccccc1NS(=O)(=O)c1ccc(F)cc1	16	71	37	-43	19	52*	66*	28	65*	47*	45
Cc1cc(=O)[nH]c(SCC(=O)C23CC4CC(CC(C4)C2)C3)c1C#N	-4	-16	15	-3	-5	32	34	7	-2	-21	13
COc1ccc(N2CCN(C(=O)CSc3nnc4nc(C)cc(C)n34)CC2)cc1	3	1	14	5	2	1	-9	5	-14	.	-14
O=C(NCCC1=CCCCC1)C1CCCN(S(=O)(=O)c2cccnc2)C1 (stereo not drawn)	-4	-1	-24	2	-1	5	11	-1	-6	4	-11
COc1ccc(C(O)C2c3c(cc4c(c3OC)OCO4)CCN2C)c(CO)c1OC (stereo not drawn)	-24	4	9	-3	-2	1	0	.	11	19	16
CN(CC(=O)NCc1ccccc1Cl)CC(=O)Nc1ccccc1Br	-3	-7	4	13	11	1	-7	-10	-4	2	-6
CC(C)Cc1nc2oc3c(=O)[nH]cnc3c2c2c1CCCC2	2	-9	-6	-4	10	26	-10	-5	-11	-7	-1
CCN(CC)C(=O)c1cccc(NC(=O)CCc2nc3sc4c(c3c(=O)[nH]2)CCCC4)c1	-16	4	-5	3	14	11	-9	13	-1	1	17
Cc1noc(C)c1CSc1nc2ccccc2[nH]1	2	0	19	-1	-7	-3	-4	1	12	-13	4
CCCSc1nc2sc3c(c2c(=O)[nH]1)CC(C)(CC)OC3 (stereo not drawn)	-22	-12	-5	-2	-4	8	13	-6	10	2	-12
O=C(Nc1nnc(C2CC2)s1)c1ccccn1	-92	29	-127	-3	-64	11	2	12	66*	-33	41
CC(C)(C)c1ccc(-c2csc(NNC3=NCCCCC3)n2)cc1	-30	4	-35	5	-21	-55	-4	-13	-21	-9	8
COc1ccc2oc(/C=C/N(C)C)c(C(=O)c3ccc(Cl)cc3)c2c1	4	37	-2	-15	-16	2	13	8	25	0	-6
CCOC(=O)N1CCN(Cc2c(O)ccc3ccccc23)CC1	6	2	-9	5	-10	-3	-16	-2	7	-27	12
CCc1nnc(NC(=O)CCN2C(=O)/C(=C/c3cc(OC)c(OC)c(OC)c3)SC2=S)s1	8	-2	-4	6	-4	4	-13	-1	-32	10	6
O=C1CCc2cc(S(=O)(=O)N3CCCC3C(=O)N3CCN(c4ccccc4F)CC3)ccc2N1 (stereo not drawn)	-13	23	-4	5	17	-21	-7	1	9	-18	-1
CCc1nnc(NC(=O)C(C)N2C(=O)C3C4C=CC(C4)C3C2=O)s1 (stereo not drawn)	5	-32	13	-2	3	2	1	-2	-10	0	15
O=C1CN(C(=O)COc2c(F)c(F)cc(F)c2F)c2ccccc2N1	-22	-11	8	-1	-4	5	4	0	-8	21	15
Clc1ccccc1-c1cccc2nccn12	7	10	5	-15	9	-2	26	.	36	11	-1
O=C(O)Cc1ccc(-c2ccccc2-c2ccccc2)cc1	-15	-9	-2	0	-14	-17	-6	-4	-3	-5	10
CCOc1ccc(C(=O)N2CCN(C(=O)c3ccco3)CC2)cc1OCC	-4	-12	-24	1	0	6	9	4	3	2	0

Bioassay records from PubChem BioAssay.
